Compound activity: PubChem, several laboratories
aSyn UTR inh: MLPCN primary screen, SNCA 5' untranslated region; alpha-synuclein 5'UTR reporter, inhibitor activity; inhibition, % (tested at 7.5 µM); actives 0.82% (n = 300,000); in the data active = inhibition above about 60%; inconclusive = no clear call, values can overlap the other calls;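 note: H4 neuroglioblastoma cells stably carrying SNCA 5'UTR luciferase fusion; 0% = DMSO wells and 100% = positive control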
IEC-6 cytotox: cytotoxicity in IEC-6 intestinal epithelial cells, primary screen, cytotoxicity control for KLF5 inhibitor project, cell-based, luminescence; actives 0.78% (n = 290,000); IEC-6 cytotoxicity, luminescence viability; AID 1825, 2009; inhibition, % at 5 µM; in the data active = inhibition above about 22%;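 note: 0% = plate median of test compound wells and 100% = cytotoxic reference compound wells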
HIF act: HIF pathway transcriptional activators, primary screen, cell-based, U2OS HRE-luciferase, luminescence. activation, % at 7.5 µM (by protocol). U2OS HRE-luciferase reporter; normalized: DMSO 0%, desferrioxamine 100%. actives 0.32% (n = 300,000);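 active = mean activation of at least 10% of the iron chelator positive control signal, with at least half of replicates also reaching 10%; inconclusive = mean and replicate majority disagree about reaching 10%; inactive = mean and most replicates under 10%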
KLF5 inh: KLF5 expression inhibitors, primary screen, DLD-1 cells, luminescence; DLD-1 KLF5 promoter-luciferase reporter; inhibition, % at 5 µM; actives 0.23% (n = 290,000); AID 1700, 2009;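 active = inhibition above a per-plate limit of that plate's mean compound inhibition plus 3 SD, cut at about 60% in these data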;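 note: 0% = DMSO wells and 100% = LY294002 at 200 µM; higher means less KLF5 promoter-driven luciferase light; inactives centre near -14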
AI-2 QS mod: Vibrio harveyi AI-2 quorum sensing modulators, primary screen, JMH597 strain, luminescence/OD600 ratio. activity change, % at 7.5 µM. Vibrio harveyi JMH597 AI-2 luminescence/OD600 ratio, 9 h; stronger effect = lower value; strain lacks LuxN and CqsS sensors; 0 = neutral-control median. actives 0.4% (n = 300,000); in the data active = activity change below about -75%, passing the limit was not always enough; inconclusive = no clear call, values can overlap the other calls;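 note: luminescence divided by OD600 gain over 9 h not by final OD600 alone; inactives centre near 13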
HSF1 inhib: HSF1 inhibitors in luciferase reporter cells, primary screen, cell-based, NIH3T3, luminescence; activity change, negative = inhibition, % at 7.5 µM (by protocol); AID 2098, 2009; NIH3T3-HGL HSE-luciferase, MG132-induced, luminescence 8 h; stronger effect = lower value; actives 0.77% (n = 300,000);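 active = more than half of replicate wells show activity change below -50%, luminescence cut by over half; inconclusive = some wells, but at most half, below -50%; inactive = no replicate well below -50%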;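 note: luciferase reports HSF-1 transcriptional activity via heat shock element; 0% = median of DMSO wells and -100% = zero luminescence signal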
Platelet DG rel: inhibitors of platelet dense granule secretion, primary screen, cell-based, MLPCN, human platelets; AID 1663, 2009; actives 0.22% (n = 300,000); human platelet-rich plasma, SFLLRN dense granule ATP release, luminescence; inhibition, %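 (compounds screened at 7.5 µM in platelet-rich plasma)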;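 active = mean replicate score, as percent of positive control, at or above 50; inconclusive = mean below 50 but at least one replicate at or above 50; inactive = mean and every replicate below 50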
HSF1 activator: HSF-1 activators, primary screen, NIH3T3-HGL cells, MG132 stress, luminescence, single point; actives 1.7% (n = 300,000); AID 504408, 2011; NIH3T3-HGL HSF-1 luciferase reporter, 8 h; 100% = twice DMSO control signal; activation, % at 9 µM;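 active = mean replicate activation of at least 50% with a set share of replicates each reaching 50%; inconclusive = only one of those two conditions met; inactive = mean below 50% and too few replicates reaching it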;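 note: 0% = median of the neutral control wells and 100% = twice that signal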
SKKanGAS inh: S. pyogenes SKKanGAS growth inhibitors in kanamycin, primary screen, streptokinase expression inhibitor project, SKKanGAS strain, BacTiter-Glo luminescence | 6 h | inhibition, % at 7.5 µM | actives 1.3% (n = 300,000);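 active = mean replicate score, as percent of positive control median, at least 50; inconclusive = mean below 50 but one replicate at or above 50; inactive = mean and every replicate below 50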;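 note: strain carries kanamycin resistance gene driven by streptokinase promoter and grows in 40 µg/ml kanamycin; loss of luminescence reflects streptokinase promoter inhibition or plain growth inhibition; 0% = median of DMSO wells and 100% = positive control at its reference dose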
HSP90 inh: HSP90 inhibitors, primary screen, cell lysate, luminescence | Heat shock protein HSP 90 (rabbit reticulocyte lysate; luciferase refolding) | Rabbit reticulocyte lysate, luciferase refolding luminescence, 3 h | inhibition, % at 5.6 µM | actives 0.91% (n = 290,000) | AID 1789, 2009;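 active = inhibition above the screen-wide mean plus 3 SD, computed separately per campaign, cut at about 16% in these data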;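 note: 0% = DMSO wells and 100% = 60 µM geldanamycin wells; inhibitors lower the luminescence because luciferase stays unfolded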
* marks the source's active call; other numbers are inactive results; ? = inconclusive; · = no result given.

The opening 2 compounds, to show the layout:
nr	SMILES	aSyn UTR inh	IEC-6 cytotox	HIF act	KLF5 inh	AI-2 QS mod
1	COc1cccc(SCc2noc(C(=O)NCCN(C)C)c2C(=O)NCCN(C)C)c1	-6	·	0.1	·	8
2	COc1cccc(NC(=O)C2CCN(S(=O)(=O)c3ccc4c(c3)C(C)(C)C(=O)N4C)CC2)c1	10	-7	-0.2	-23	1

nr	HSF1 inhib	Platelet DG rel	HSF1 activator	SKKanGAS inh	HSP90 inh
1	0	10	6	0	·
2	1	-16	-15	5	2

The list itself (from the top)
nr	SMILES	aSyn UTR inh	IEC-6 cytotox	HIF act	KLF5 inh	AI-2 QS mod
1	COc1cccc(SCc2noc(C(=O)NCCN(C)C)c2C(=O)NCCN(C)C)c1	-6	·	0.1	·	8
2	COc1cccc(NC(=O)C2CCN(S(=O)(=O)c3ccc4c(c3)C(C)(C)C(=O)N4C)CC2)c1	10	-7	-0.2	-23	1
3	NC(=O)c1ccc(NC(=O)CCCNC(=O)c2ccc(Cl)cc2)cc1	6	-4	-21	-41	7
4	CN1CCN(C2=Nc3c(Cl)cc(Cl)c4cccc2c34)CC1	23	3	-1.1	-22	10
5	Nc1cc(=O)[nH]c(SCC(=O)Nc2ccc3c(c2)CCC3)n1	18	2	-0.7	2	12
6	COc1cc(/C=N/NC(=O)NC23CC4CC(CC(C4)C2)C3)ccc1O	25	-8	-1.8	-15	28
7	CCC1CCCCN1CC(=O)c1c(C)[nH]c2ccc(OC)cc12 (stereo unspecified)	-4	0	0.2	-18	12
8	Cc1cccc2sc(N(CCCN(C)C)C(=O)CN3C(=O)c4ccccc4C3=O)nc12	-15	3	·	-22	-9
9	Nc1ccc(CC2SC(=O)NC2=O)cc1 (stereo unspecified)	7	-2	-0.9	-25	32
10	Cc1cc2oc(=O)cc(C)c2c(=O)o1	·	-3	·	-35	1
11	CC(CCc1ccccc1)N1CCN(C)CC1 (stereo unspecified)	-6	3	0.0	-10	22
12	COc1ccc(NC(=O)C2C3C=CC(C3)C2C(=O)O)cc1 (stereo unspecified)	9	3	0.6	2	18
13	Cc1ccc(NC(=O)c2ccc(=O)n(CC(=O)Nc3c(C)cc(C)cc3C)n2)cc1	34	9	0.4	2	-9
14	COc1ccc(Nc2nc(C)cc(C)n2)cc1Cl	-114	-6	4.4	-84	33
15	CCOc1ccc(C(=O)Nc2ccc(N3CCN(C)CC3)cc2)cc1	-15	-6	1.9	-22	15

nr	HSF1 inhib	Platelet DG rel	HSF1 activator	SKKanGAS inh	HSP90 inh
1	0	10	6	0	·
2	1	-16	-15	5	2
3	-2	-8	-5	-3	-5
4	2	2	-1	-1	5
5	0	-13	-10	-1	2
6	5	-3	-15	0	-4
7	-5	-1	-13	2	-2
8	·	-1	·	-5	1
9	-1	-6	-3	5	-3
10	·	·	·	-5	-1
11	-1	1	6	1	-4
12	-8	5	-5	-2	8
13	0	-9	3	3	2
14	1	19	17	-2	-3
15	3	2	-2	10	0

Further results
nr	SMILES	aSyn UTR inh	IEC-6 cytotox	HIF act	KLF5 inh	AI-2 QS mod
16	N#CC(Cc1cccc(CC(C#N)(c2ccccc2)c2ccccc2)c1)(c1ccccc1)c1ccccc1	22	7	-2.1	-31	8
17	O=S(=O)(c1ccc(Cl)c(NC(=S)N/N=C/c2ccc(O)cc2)c1)N1CCOCC1	26	1	0.0	-30	-4
18	Cc1ccc(C2=NOC(=O)/C2=C\c2ccc(C)o2)cc1	-17	-7	0.4	-2	39
19	Cc1cccc(N(C)S(=O)(=O)c2ccc3[nH]cc(C(=O)N4CCOCC4)c(=O)c3c2)c1	4	5	-0.5	-23	14
20	O=C(Nc1ccc(O)cc1)c1ccc(NC(=O)c2ccco2)cc1	-73	-4	1.2	-19	8
21	Cc1ccc(C)c2nc(SCC(=O)NCc3cccs3)c(C#N)cc12	22	-5	-0.5	-1	26
22	Cc1ccc(NC(=O)COc2ccccc2[N+](=O)[O-])nc1	-8	-2	0.2	-165	5
23	O=C(CCCC(=O)N1CCN(c2ccc([N+](=O)[O-])cc2)CC1)c1ccccc1	16	8	-0.1	4	18
24	Cc1ccc(-n2c(=O)c3ccccc3n(CC(=O)NCc3ccco3)c2=O)cc1	-23	4	0.1	-26	25
25	CCN(CC)c1ccc(/C=N/NC(=O)OC)c(O)c1	·	-2	·	-62	26
26	COc1ccc(NC(=O)CSc2nnc(CCC(=O)O)c(=O)n2N)cc1	5	1	-0.3	8	-1
27	CCCCn1c(N)c(N(Cc2ccccc2OC)C(=O)c2ccc([N+](=O)[O-])s2)c(=O)[nH]c1=O	-4	·	-0.6	·	-8
28	Cc1c(C(=O)N(C)C)sc(NC(=O)c2cc([N+](=O)[O-])cc([N+](=O)[O-])c2)c1C#N	-6	-5	-0.2	-17	27
29	COc1ccc(/C=N/OC(=O)Nc2ccccc2)cc1[N+](=O)[O-]	-53	9	1.3	-36	-26
30	O=C(COC(=O)c1c2ccccc2cc2ccccc12)Nc1ncc(C(F)(F)F)cc1Cl	-22	3	0.6	-30	11

nr	HSF1 inhib	Platelet DG rel	HSF1 activator	SKKanGAS inh	HSP90 inh
16	-14	-11	-19	-1	40*
17	13	6	56*	16	-3
18	-13	1	3	-6	2
19	-31	4	-43	1	5
20	11	5	48	0	-4
21	-7	9	-12	-2	-5
22	14	4	41	-5	9
23	5	-11	17	-1	-1
24	-5	-9	-1	-8	1
25	·	·	·	-2	-1
26	-13	1	-27	-3	0
27	15	12	39	6	·
28	-2	-1	17	14	3
29	10	-1	21	4	-1
30	-1	-1	0	1	6

(list continues)
nr	SMILES	aSyn UTR inh	IEC-6 cytotox	HIF act	KLF5 inh	AI-2 QS mod
31	C=CCc1cc(OC)ccc1OCCN1CC(C)OC(C)C1 (stereo unspecified)	24	0	-0.1	6	14
32	CCOC(=O)C1=C(C)NC(SC)=C(C#N)C1CC(C)C (stereo unspecified)	13	70*	1.5	52	2
33	COc1ccc(Nc2nc(Cl)nc(NCc3ccco3)n2)cc1	10	-2	0.2	-17	11
34	CCC(C)c1ccccc1NC(=O)COC(=O)c1ccc2[nH]c3c(c2c1)CCCC3 (stereo unspecified)	5	4	1.1	-1	35
35	CN(C)S(=O)(=O)c1ccc(C(=O)NCc2nnc(SCC(=O)Nc3ccc(F)cc3)n2-c2ccc(F)cc2)cc1	-3	-1	-34	-2	21
36	CCNC(=S)NCc1ccc2c(c1)OCO2	12	-9	-0.8	-4	31
37	O=C(N/N=C/c1ccc([N+](=O)[O-])cc1)c1cccnc1	-12	8	-49	-37	49
38	O=C(CCCSc1nc2ccccc2[nH]1)NC1CCCCC1	-6	1	0.4	-17	9
39	CN1C(=O)c2ccccc2C(C(=O)NCc2ccco2)C1c1c[nH]c2ccccc12 (stereo unspecified)	3	-5	-0.4	-22	-4
40	O=C(CNCc1ccccc1)Nc1ccc(Oc2ccccc2)cc1	20	60*	1.8	32	-14
41	CNC(=O)NC(=O)C(C)Oc1ccccc1F (stereo unspecified)	18	0	-0.9	-36	58
42	Cc1cccc(CS(=O)(=O)Cc2ccc(C(=O)NCc3cccs3)o2)c1	24	1	0.6	-6	2
43	CC(=O)Nc1ccc(S(=O)(=O)NC2CCSc3ccccc32)cc1 (stereo unspecified)	10	0	-1.4	-17	1
44	c1coc(-c2ccnc(-c3ccncc3)n2)c1	-44	5	1.0	-18	8
45	Cc1cc(NC(=O)CSc2nc3cc(Cl)ccc3c(=O)n2CC(C)C)no1	10	7	-0.2	3	10

nr	HSF1 inhib	Platelet DG rel	HSF1 activator	SKKanGAS inh	HSP90 inh
31	-4	9	-22	7	-4
32	1	5	-18	-1	-1
33	-7	-2	6	-1	-2
34	4	-3	9	4	-5
35	0	-13	12	2	9
36	0	1	-7	2	-4
37	-1	-10	-3	0	-4
38	0	12	6	-6	1
39	-5	-8	-4	-1	-5
40	-2	-2	12	-6	6
41	-8	21	-3	-5	-4
42	-71*	2	-79	-7	1
43	-7	-1	-11	-4	-2
44	5	-2	-1	-8	1
45	-3	-4	-17	4	3

Taken from above.
Platelet DG rel, cpd 6 reads -3
HSF1 activator, cpd 36 reads -7
IEC-6 cytotox, cpd 35 reads -1

(further entries)
nr	SMILES	aSyn UTR inh	IEC-6 cytotox	HIF act	KLF5 inh	AI-2 QS mod
46	O=C(NCc1ccco1)C1CCCN1C(=O)Nc1cccc(Cl)c1 (stereo unspecified)	1	-1	0.3	-23	14
47	COc1ccc(OC)c(S(=O)(=O)Nc2cccc(C(C)=O)c2)c1	9	0	·	3	21
48	COC(=O)C1=CN(c2cc(C)cc(C)c2)C=C(C(=O)OC)C1c1ccc(OC)c(O)c1	31	0	0.9	-24	-2
49	O=C(O)c1cccc(CSc2n[nH]c(-c3ccc(Cl)cc3Cl)n2)c1	-4	-5	0.3	-5	1
50	CN(C)c1nc(N)c([N+](=O)[O-])c(N2CCCCCC2)n1	41	-1	-1.1	-2	7
51	CON/C=N/C(=S)Nc1ncc(C(F)(F)F)cc1Cl	6	-6	0.0	-22	5
52	Cc1cc(C)c2nc(SC(C)C(=O)NCC(=O)Nc3ccc(F)c(F)c3F)cc(C)c2c1 (stereo unspecified)	15	-5	0.7	-10	7
53	COc1cccc(-n2nnnc2SCC(=O)Nc2ccc(NC(C)=O)cc2)c1	-10	-1	0.1	-41	13
54	Cc1cccc(NC(=S)N(CCc2ccncc2)C(C)C)c1C	0	-5	-1.1	-26	0
55	O=S(=O)(NC1CCCC1)c1ccc(S(=O)(=O)NC2CCCC2)cc1	-6	0	-0.2	-1	8
56	O=C(Nc1ncccc1O)c1ccc(S(=O)(=O)N2CCCC2)cc1	-67	·	4.2	·	15
57	Clc1ccc(OCCSc2ncccn2)c(Br)c1	-114	-3	1.9	-122	12
58	O=C(NNc1nc2c(F)cc(F)cc2s1)C1=COCCO1	-36	7	2.4	-17	24

nr	HSF1 inhib	Platelet DG rel	HSF1 activator	SKKanGAS inh	HSP90 inh
46	-8	0	0	11	-7
47	-9	0	-1	-13	5
48	6	-4	21	16	0
49	4	20	-6	4	-3
50	5	1	15	-5	-1
51	-10	-2	-6	-5	-2
52	5	5	13	16	-6
53	5	10	20	-5	3
54	3	0	5	2	3
55	-2	0	12	2	0
56	1	0	2	-11	·
57	41	0	?	15	0
58	-1	-26	1	-4	3
